AI-2 QS mod: Vibrio harveyi AI-2 quorum sensing modulators, primary screen, JMH597 strain, luminescence/OD600 ratio | 300,000 tested, 0.4% active | activity change, % at 7.5 µM | AID 2094, 2009 | Vibrio harveyi JMH597 AI-2 luminescence/OD600 ratio, 9 h; stronger effect = lower value; strain lacks LuxN and CqsS sensors; 0 = neutral-control median; in the data active = activity change below about -75%, passing the limit was not always enough;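 also: luminescence divided by OD600 gain over 9 h not by final OD600 alone; inactives centre near 13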
IEC-6 tox: cytotoxicity in IEC-6 intestinal epithelial cells, primary screen, cytotoxicity control for KLF5 inhibitor project, cell-based, luminescence. IEC-6 cytotoxicity, luminescence viability. AID 1825, 2009. inhibition, % at 5 µM. 290,000 tested, 0.78% active; in the data active = inhibition above about 22%;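 also: 0% = plate median of test compound wells and 100% = cytotoxic reference compound wells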
aSyn UTR inh: MLPCN primary screen, SNCA 5' untranslated region; 300,000 tested, 0.82% active; inhibition, % (tested at 7.5 µM); alpha-synuclein 5'UTR reporter, inhibitor activity; in the data active = inhibition above about 60%;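 also: H4 neuroglioblastoma cells stably carrying SNCA 5'UTR luciferase fusion; 0% = DMSO wells and 100% = positive control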
GSK3A inh: blockers of GSK3A enzyme activity – biochemical, luminescence, cell-free homogeneous, HTS, primary screen; Glycogen synthase kinase-3 alpha (Homo sapiens), P49840; GSK-3 alpha kinase, ADP-Glo luminescence, 60 min; inhibition, % at 10 µM; 320,000 tested, 0.1% active; AID 2650, 2010;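 in the data active = inhibition above about 50%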;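 also: GST-tagged GSK-3 alpha with peptide substrate and 25 µM ATP; 0% = DMSO neutral wells and 100% = GW8510 positive control wells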
Target sequence (P49840 whole entry, looked up): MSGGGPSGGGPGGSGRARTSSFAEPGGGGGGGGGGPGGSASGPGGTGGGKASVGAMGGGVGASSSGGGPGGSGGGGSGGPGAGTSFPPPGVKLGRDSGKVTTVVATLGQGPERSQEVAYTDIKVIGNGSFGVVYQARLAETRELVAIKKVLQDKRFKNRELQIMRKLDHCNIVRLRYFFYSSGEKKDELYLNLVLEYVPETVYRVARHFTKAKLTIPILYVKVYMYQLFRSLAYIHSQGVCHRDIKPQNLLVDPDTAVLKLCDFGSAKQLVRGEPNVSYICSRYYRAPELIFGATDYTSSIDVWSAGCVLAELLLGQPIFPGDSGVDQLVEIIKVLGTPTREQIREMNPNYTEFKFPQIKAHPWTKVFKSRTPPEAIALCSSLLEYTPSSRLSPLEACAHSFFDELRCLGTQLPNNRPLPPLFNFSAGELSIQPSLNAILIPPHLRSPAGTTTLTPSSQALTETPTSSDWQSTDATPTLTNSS
HSF1 activator: HSF-1 activators, primary screen, NIH3T3-HGL cells, MG132 stress, luminescence, single point; NIH3T3-HGL HSF-1 luciferase reporter, 8 h; 100% = twice DMSO control signal; 300,000 tested, 1.7% active; activation, % at 9 µM;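 active = mean replicate activation of at least 50% with a set share of replicates each reaching 50%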;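 also: 0% = median of the neutral control wells and 100% = twice that signal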
GSK3beta inhib: human GSK3beta kinase inhibitors, primary screen, biochemical, cell-free homogeneous, HTS | Glycogen synthase kinase-3 beta (Homo sapiens), P49841 | GST-GSK3beta kinase, ADP-Glo luminescence, 60 min; stronger effect = lower value | activity score (negative = inhibition), % at 10 µM | 300,000 tested, 0.038% active | AID 2097, 2009;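 active = more than half of replicate wells score below -50%, meaning over 50% inhibition versus plate controls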;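 also: 0% = median DMSO wells and -100% = median GW8510 positive control wells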
Target sequence (P49841 whole entry, looked up): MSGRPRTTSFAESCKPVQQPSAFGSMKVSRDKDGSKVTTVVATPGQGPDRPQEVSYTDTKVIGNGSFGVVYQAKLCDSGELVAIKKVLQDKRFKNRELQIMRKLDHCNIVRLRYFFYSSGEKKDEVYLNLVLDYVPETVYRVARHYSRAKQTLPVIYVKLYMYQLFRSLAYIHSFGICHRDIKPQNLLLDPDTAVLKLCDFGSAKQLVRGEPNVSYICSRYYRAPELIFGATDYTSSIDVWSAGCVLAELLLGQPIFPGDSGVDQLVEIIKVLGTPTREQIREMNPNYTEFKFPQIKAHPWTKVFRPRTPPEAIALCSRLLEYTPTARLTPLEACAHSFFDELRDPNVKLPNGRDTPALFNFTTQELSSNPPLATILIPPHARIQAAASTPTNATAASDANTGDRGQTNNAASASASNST
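Test system – GST-tagged human GSK3beta kinase, cell-free · Incubation – 60 min enzyme reaction, room temperature · Signal – ADP-Glo luminescence · Also added – peptide substrate and ATP at 25 µM · Controls – DMSO neutral wells and GW8510 at 20 µM as positive · Buffer or medium – Tris/MgCl2 kinase buffer · Measure – Luminescence-derived activity versus plate DMSO and GW8510 wells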
KLF5 inhibitor: KLF5 expression inhibitors, primary screen, DLD-1 cells, luminescence; DLD-1 KLF5 promoter-luciferase reporter; inhibition, % at 5 µM; 290,000 tested, 0.23% active;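 active = inhibition above a per-plate limit of that plate's mean compound inhibition plus 3 SD, cut at about 60% in these data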;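 also: 0% = DMSO wells and 100% = LY294002 at 200 µM; higher means less KLF5 promoter-driven luciferase light; inactives centre near -14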
HIF activator: HIF pathway transcriptional activators, primary screen, cell-based, U2OS HRE-luciferase, luminescence; U2OS HRE-luciferase reporter; normalized: DMSO 0%, desferrioxamine 100%; activation, % at 7.5 µM (by protocol); 300,000 tested, 0.32% active;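 active = mean activation of at least 10% of the iron chelator positive control signal, with at least half of replicates also reaching 10%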
HSP90 refold inh: HSP90 inhibitors, primary screen, cell lysate, luminescence; Rabbit reticulocyte lysate, luciferase refolding luminescence, 3 h; inhibition, % at 5.6 µM; 290,000 tested, 0.91% active; AID 1789, 2009;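 active = inhibition above the screen-wide mean plus 3 SD, computed separately per campaign, cut at about 16% in these data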;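 also: 0% = DMSO wells and 100% = 60 µM geldanamycin wells; inhibitors lower the luminescence because luciferase stays unfolded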
HSF1 inhib: HSF1 inhibitors in luciferase reporter cells, primary screen, cell-based, NIH3T3, luminescence | activity change, negative = inhibition, % at 7.5 µM (by protocol) | 300,000 tested, 0.77% active | NIH3T3-HGL HSE-luciferase, MG132-induced, luminescence 8 h; stronger effect = lower value;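 active = more than half of replicate wells show activity change below -50%, luminescence cut by over half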;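 also: luciferase reports HSF-1 transcriptional activity via heat shock element; 0% = median of DMSO wells and -100% = zero luminescence signal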
* marks the source's active call; other numbers are inactive results; x = no result given.

1) Cc1ccccc1C(=O)NNC(=S)NC(=O)COc1ccccc1
2) CC(=O)Nc1ccc(S(=O)(=O)NC(CC(=O)O)c2ccc(C)cc2)cc1 (stereo not drawn)
3) Cc1cccc(Oc2ccc(NC(=O)c3ccccc3C(=O)O)cc2)c1
4) CCOC(=O)C1=C(c2ccccc2)NC(=S)NC1C (stereo not drawn)
5) COc1ccc(Nc2cc(C)nc(NCc3ccccc3)n2)cc1
6) CCOC(=O)c1ccc[n+](C(C)C(=O)c2ccc(-c3ccccc3)cc2)c1 (stereo not drawn)
assay / compound | 1 | 2 | 3 | 4 | 5 | 6
AI-2 QS mod | 46 | 8 | 11 | -4 | -52 | 23
IEC-6 tox | -3 | -5 | 4 | 8 | 11 | -4
aSyn UTR inh | -20 | 6 | -3 | 7 | -10 | 23
GSK3A inh | 2 | -3 | 0 | -3 | -1 | 2
HSF1 activator | 2 | -15 | -26 | 13 | -12 | 25
GSK3beta inhib | 3 | 0 | 1 | 3 | 0 | -3
KLF5 inhibitor | -37 | -11 | 4 | -13 | 17 | -49
HIF activator | 0.3 | -1.2 | -0.2 | -10 | -0.3 | 0.5
HSP90 refold inh | 2 | 0 | -2 | 5 | 4 | 1
HSF1 inhib | -3 | -1 | -6 | -3 | -13 | -2

7) CNC(=O)COC(=O)c1cc(=O)[nH]c2ccccc12
8) Cc1ccc2cc(C3CC(c4ccco4)=NN3S(C)(=O)=O)c(Cl)nc2c1 (stereo not drawn)
9) O=C(O)C1C2C=CC3(CN(Cc4ccncc4)C(=O)C13)O2 (stereo not drawn)
10) CC(C)c1cccc(OCCCCN(C)C)c1
11) O=C(Oc1cccnc1)c1cc(S(=O)(=O)N2CCCCC2)ccc1Cl
12) COc1ccc(-c2nc(NC(=O)CSc3nnc4ccccn34)ns2)cc1
assay / compound | 7 | 8 | 9 | 10 | 11 | 12
AI-2 QS mod | 11 | 11 | -2 | 13 | 21 | 16
IEC-6 tox | -2 | -7 | 7 | -4 | 2 | 1
aSyn UTR inh | -6 | 20 | -15 | -5 | -6 | -27
GSK3A inh | 1 | -1 | -1 | 2 | 3 | -1
HSF1 activator | 15 | -11 | 5 | -9 | 19 | -13
GSK3beta inhib | 3 | -2 | 2 | 0 | 1 | -1
KLF5 inhibitor | -19 | 6 | -27 | 2 | 10 | -44
HIF activator | 0.2 | -0.3 | -0.3 | 0.3 | -1.3 | 1.6
HSP90 refold inh | -1 | -1 | 3 | -1 | 2 | 1
HSF1 inhib | -2 | -1 | 1 | 1 | 9 | 9

13) C=C1CCN(C(C)C(=O)O)S(=O)(=O)c2ccccc21 (stereo not drawn)
14) CCN(CC)c1ccc2cc(C(=O)NNC(=O)c3ccc(S(=O)(=O)N4CCCCC4)cc3)c(=O)oc2c1
15) COc1ccc(CC(=O)N[C@@H](CCSC)c2nc3ccccc3[nH]2)cc1
16) CCn1cc(C(=O)OCC(=O)N(C)C2CCS(=O)(=O)C2)c(=O)c2ccc(C)nc21 (stereo not drawn)
17) O=C(NC1CCCCCC1)c1c(O)c2ccccc2[nH]c1=O
18) COc1ccc(-c2nn3c(-c4cccc(C)c4)nnc3s2)cc1OC
assay / compound | 13 | 14 | 15 | 16 | 17 | 18
AI-2 QS mod | 43 | 32 | 28 | 25 | 12 | 34
IEC-6 tox | x | -2 | -4 | -4 | 3 | -2
aSyn UTR inh | -13 | -10 | 10 | 18 | -132 | -5
GSK3A inh | -2 | -3 | 8 | 0 | x | 0
HSF1 activator | 7 | -8 | 16 | -8 | x | 9
GSK3beta inhib | 0 | -5 | 2 | -3 | -3 | 1
KLF5 inhibitor | x | -4 | -11 | 2 | -27 | -19
HIF activator | -0.1 | -0.4 | 0.1 | -0.2 | 2.4 | -0.3
HSP90 refold inh | x | 5 | -1 | 3 | 3 | -1
HSF1 inhib | -8 | -1 | 4 | 2 | x | 0

19) CCc1ccc2[nH]c(=O)c(C(c3nnnn3CCOC)N3CCN(c4ccccc4F)CC3)cc2c1 (stereo not drawn)
20) CCCn1c(SCC(=O)Nc2ccccc2C(=O)OC)nc2c1c(=O)n(C)c(=O)n2C
21) CCN(C(C)=O)c1ccc(Oc2nc(OC)cc(OC)n2)cc1
22) O=C1CC(N2CCN(c3ccccc3O)CC2)C(=O)N1Cc1ccccc1 (stereo not drawn)
23) CC(C)(C)c1ccc(C(=O)Nn2c(CCC(=O)O)ccc2-c2cccs2)cc1
24) COc1ccc(NC(=O)c2cc(=O)[nH]c3ccccc23)cc1
assay / compound | 19 | 20 | 21 | 22 | 23 | 24
AI-2 QS mod | 13 | 10 | 11 | 16 | 29 | 15
IEC-6 tox | -2 | 0 | -3 | -3 | 0 | 3
aSyn UTR inh | -52 | 21 | 6 | 13 | -32 | -11
GSK3A inh | 1 | -2 | 1 | 0 | -5 | 2
HSF1 activator | -34 | 24 | 0 | 5 | -41 | 26
GSK3beta inhib | 0 | 1 | 3 | -2 | -2 | 2
KLF5 inhibitor | 8 | -24 | -16 | -4 | -17 | -25
HIF activator | 0.9 | -0.9 | -0.1 | 1.6 | -0.1 | -16
HSP90 refold inh | 2 | 2 | 0 | -3 | 5 | 2
HSF1 inhib | -29 | 4 | -4 | -6 | -32 | 2

Whole records from above. Screens in order: AI-2 QS mod | IEC-6 tox | aSyn UTR inh | GSK3A inh | HSF1 activator | GSK3beta inhib | KLF5 inhibitor | HIF activator | HSP90 refold inh | HSF1 inhib
Shown for O=C(O)C1C2C=CC3(CN(Cc4ccncc4)C(=O)C13)O2 (stereo not drawn) → -2 | 7 | -15 | -1 | 5 | 2 | -27 | -0.3 | 3 | 1
Shown for COc1ccc(-c2nn3c(-c4cccc(C)c4)nnc3s2)cc1OC → 34 | -2 | -5 | 0 | 9 | 1 | -19 | -0.3 | -1 | 0
Shown for COc1ccc(NC(=O)c2cc(=O)[nH]c3ccccc23)cc1 → 15 | 3 | -11 | 2 | 26 | 2 | -25 | -16 | 2 | 2
Shown for Cc1ccc2cc(C3CC(c4ccco4)=NN3S(C)(=O)=O)c(Cl)nc2c1 (stereo not drawn) → 11 | -7 | 20 | -1 | -11 | -2 | 6 | -0.3 | -1 | -1
Shown for CCCn1c(SCC(=O)Nc2ccccc2C(=O)OC)nc2c1c(=O)n(C)c(=O)n2C → 10 | 0 | 21 | -2 | 24 | 1 | -24 | -0.9 | 2 | 4

(listing goes on)
The line under a structure holds: AI-2 QS mod, IEC-6 tox, aSyn UTR inh, GSK3A inh, HSF1 activator, GSK3beta inhib, KLF5 inhibitor, HIF activator, HSP90 refold inh, HSF1 inhib
(25) CSc1nsc2nc(=O)c(/C=C3\C(C)=Nc4ccccc43)c(N)n12
    56, 1, -13, x, -6, 2, -24, -0.4, 1, -2
(26) CCOc1ccccc1/C=C/c1onc(C)c1S(=O)(=O)N1CCC(C(=O)NC(C)(C)C)CC1
    -6, 0, -4, -1, -86, -5, 9, -0.1, 4, -83*
(27) Cc1cccc(OCC(=O)O/N=C(\N)c2ccccn2)c1
    -91*, 5, -116, -3, 45, 0, -62, 2.7, 0, 27
(28) Cc1ccc(C(=O)O)cc1-n1c(=O)n(Cc2ccccc2)c(=O)c2[nH]cnc21
    11, -4, 19, -1, 7, 2, -12, -8.4, 2, -2
(29) COc1ccc(-n2c(C)cc(C(=O)CSc3nn4c(=O)c(C(C)(C)C)nnc4s3)c2C)cc1
    17, -2, -31, 0, 4, 1, 26, 0.1, -4, 12
(30) Cc1ccc(S(=O)(=O)Nc2cc(=O)[nH]c(SCc3ccc(Cl)cc3)n2)cc1
    x, 6, x, -2, x, x, -3, x, 1, x
(31) COc1ccc(C)cc1NC(=O)NC(C)c1ccc2c(c1)OCO2 (stereo not drawn)
    7, -8, -13, -3, -5, 2, -46, -0.4, 0, 7
(32) CCOC(=O)c1c(NC(=O)c2cccc([N+](=O)[O-])c2C(=O)O)sc2c1CCCC2
    1, -9, -3, -7, 3, 8, -41, 0.2, 0, 0
(33) COc1ccc(C)cc1NCc1ccc([N+](=O)[O-])cc1
    12, 6, 4, -1, -8, 1, -9, -0.6, 4, -5
(34) N#Cc1nc(-c2cccs2)oc1NCC1CCCO1 (stereo not drawn)
    24, 5, 4, 8, 0, -1, -2, 0.0, 2, 0
(35) Cc1noc(C)c1S(=O)(=O)N(Cc1ccccc1)C(C)C
    10, 4, 3, 0, -39, 2, 0, 0.4, 2, -25
(36) O=C(O)CCc1ccc(-c2cccs2)n1NC(=O)c1ccc(Cl)cc1Cl
    5, -1, -25, -3, 16, 1, -25, 0.2, 0, 3
(37) CCOC(=O)C1(C)NC(c2ccco2)C2C(=O)N(c3ccc(C)cc3)C(=O)C21 (stereo not drawn)
    10, -5, -3, 0, 4, 2, -14, -1.1, 4, -4
(38) COc1ccc(NC(=O)CSc2nnc3ccc(-c4cccnc4)nn23)cc1OC
    24, x, -12, -1, -1, 1, x, -0.1, x, 5
(39) Clc1cccc(CON/C=N/c2ncnc3sccc23)c1
    -92*, 1, -13, 1, -2, -3, -30, 0.0, 3, 1
(40) O=C1NC(=O)/C(=C\c2ccc(N3CCOCC3)o2)N1
    16, 2, -26, -3, 9, 0, 3, -0.1, 6, 11
(41) CCC(=O)N1CCN(c2ccc(NC(=O)c3ccc(N4CCCC4)c([N+](=O)[O-])c3)cc2)CC1
    14, -5, -14, 0, 4, -1, -3, 0.1, -7, -2
(42) NS(=O)(=O)c1ccc(CCNC(=O)CCc2ccccc2)cc1
    13, x, 9, -1, -5, -3, x, 0.1, x, -3
(43) N#CCCN(CC(=O)O)S(=O)(=O)c1ccccc1
    -10, -3, -28, -1, 22, 0, -4, -57, 7, -6
(44) CC(Sc1nc(NCc2ccccc2)nc(N(C)C)n1)C(=O)Nc1ccccc1 (stereo not drawn)
    35, 5, -26, -7, -37, -1, -23, -0.8, 3, -23
(45) Cc1ccc(C2(C)NC(=O)N(CC(=O)NCCC3=CCCCC3)C2=O)cc1 (stereo not drawn)
    -74, 1, 5, 2, -2, 3, -13, 0.4, -1, -1

Screens deposited in PubChem by several laboratories.
